JNK3 blocker = JNK3 kinase activity inhibitors, primary screen, biochemical, human, purified enzyme. Mitogen-activated protein kinase 10 (Homo sapiens), P53779. HTS. inhibition, % at 8 µM. hit rate 0.61% among 60,000; in the data active = inhibition above about 17%;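 also: 0% = DMSO and 100% = reference inhibitor; many of its hits are not listed in these tables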
PKA kinase inh = inhibitors of human PKA kinase activity, primary screen, biochemical, ATP-depletion luminescence, Kemptide substrate; inhibition, % at 6 µM; hit rate 0.1% among 65,000; cAMP-dependent protein kinase catalytic subunit alpha (Homo sapiens), P17612; PKA Kemptide phosphorylation, Kinase-Glo ATP luminescence;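 active = inhibition above the screen-wide mean inhibition plus 3 SD, cut at about 21% in these data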; also: many of its hits are not listed in these tables
CatB block = human cathepsin B inhibitors, primary screen, biochemical, fluorogenic substrate. P07858. purified cathepsin B, fluorescence. inhibition, %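 (tested at 10 µM)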. hit rate 0.1% among 63,000. AID 453, 2006; in the data active = inhibition above about 21%;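 also: 0% = enzyme with no compound and 100% = no enzyme blank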
ROCK2 inh = inhibitors of human ROCK2 kinase, primary screen, biochemical, high-throughput, luminescence. Rho-associated protein kinase 2 (Homo sapiens), O75116. purified ROCK2, Kinase-Glo ATP depletion luminescence. inhibition, % at 6 µM. hit rate 0.35% among 60,000. AID 604, 2007;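 active = inhibition above the screen-wide mean inhibition plus 3 SD, cut at about 18% in these data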;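 also: plate controls were DMSO wells for no effect and Y-27632 control wells after no-enzyme background subtraction for full effect; many of its hits are not listed in these tables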
CatS block = inhibitors of human cathepsin S, biochemical, compound mixtures; recombinant cathepsin S, AMC dipeptide fluorescence, pooled mixtures; inhibition, %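 (tested at 5 µM per compound within 10-compound mixtures)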; hit rate 0.06% among 62,000; AID 501, 2006; in the data active = inhibition above about 32%, passing the limit was not always enough;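 also: 0% = enzyme without compound and 100% = blank without enzyme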
CatB mixtures = cathepsin B inhibitors from pooled compounds, primary screen, biochemical, compound mixtures, AMC fluorescence | P07858 | hit rate 0.06% among 62,000 | inhibition, %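 (ten-compound pools at 5 µM per compound and 50 µM total)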 | Purified cathepsin B, AMC dipeptide fluorescence; in the data active = inhibition above about 22%, passing the limit was not always enough;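 also: 0% = enzyme without compound and 100% = no enzyme blank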
AP ELISA ortho = alternative complement pathway inhibitors, primary screen, biochemical, ELISA, human serum, orthogonally pooled compounds. LPS-coated ELISA, C3 deposition; tested in compound mixtures. inhibition, % at 5 µM. hit rate 0.08% among 62,000;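 active = inhibition above 30% in each of the two pooled mixtures holding the compound, so the lower value exceeds 30%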;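 also: 0% = serum in Mg-EGTA without compound and 100% = EDTA serum blank; some compounds past the cut are filed as inactive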
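Assay system: Human serum alternative complement pathway, C3 deposition on LPS-coated wells | Incubation: 1 h serum-compound exposure at 37 °C | Doses: 5 µM per compound in ten-compound mixtures | Read-out: Percent inhibition | Technique: ELISA with HRP anti-human C3 antibody, TMB substrate, absorbance 450 nm | Replication: Two pool placements per compound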
Ec RNAP inh = E. coli RNAP inhibitors, biochemical. DNA-directed RNA polymerase subunit beta (Escherichia coli (strain K12)), P0A8V2. E. coli RNA polymerase, fluorescence transcription assay. inhibition, %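 (tested at 10 µM)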. hit rate 0.2% among 62,000. AID 559, 2006; in the data active = inhibition above about 20%;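 also: 0% = enzyme without compound and 100% = no enzyme blank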
Target sequence (P0A8V2 whole entry, looked up): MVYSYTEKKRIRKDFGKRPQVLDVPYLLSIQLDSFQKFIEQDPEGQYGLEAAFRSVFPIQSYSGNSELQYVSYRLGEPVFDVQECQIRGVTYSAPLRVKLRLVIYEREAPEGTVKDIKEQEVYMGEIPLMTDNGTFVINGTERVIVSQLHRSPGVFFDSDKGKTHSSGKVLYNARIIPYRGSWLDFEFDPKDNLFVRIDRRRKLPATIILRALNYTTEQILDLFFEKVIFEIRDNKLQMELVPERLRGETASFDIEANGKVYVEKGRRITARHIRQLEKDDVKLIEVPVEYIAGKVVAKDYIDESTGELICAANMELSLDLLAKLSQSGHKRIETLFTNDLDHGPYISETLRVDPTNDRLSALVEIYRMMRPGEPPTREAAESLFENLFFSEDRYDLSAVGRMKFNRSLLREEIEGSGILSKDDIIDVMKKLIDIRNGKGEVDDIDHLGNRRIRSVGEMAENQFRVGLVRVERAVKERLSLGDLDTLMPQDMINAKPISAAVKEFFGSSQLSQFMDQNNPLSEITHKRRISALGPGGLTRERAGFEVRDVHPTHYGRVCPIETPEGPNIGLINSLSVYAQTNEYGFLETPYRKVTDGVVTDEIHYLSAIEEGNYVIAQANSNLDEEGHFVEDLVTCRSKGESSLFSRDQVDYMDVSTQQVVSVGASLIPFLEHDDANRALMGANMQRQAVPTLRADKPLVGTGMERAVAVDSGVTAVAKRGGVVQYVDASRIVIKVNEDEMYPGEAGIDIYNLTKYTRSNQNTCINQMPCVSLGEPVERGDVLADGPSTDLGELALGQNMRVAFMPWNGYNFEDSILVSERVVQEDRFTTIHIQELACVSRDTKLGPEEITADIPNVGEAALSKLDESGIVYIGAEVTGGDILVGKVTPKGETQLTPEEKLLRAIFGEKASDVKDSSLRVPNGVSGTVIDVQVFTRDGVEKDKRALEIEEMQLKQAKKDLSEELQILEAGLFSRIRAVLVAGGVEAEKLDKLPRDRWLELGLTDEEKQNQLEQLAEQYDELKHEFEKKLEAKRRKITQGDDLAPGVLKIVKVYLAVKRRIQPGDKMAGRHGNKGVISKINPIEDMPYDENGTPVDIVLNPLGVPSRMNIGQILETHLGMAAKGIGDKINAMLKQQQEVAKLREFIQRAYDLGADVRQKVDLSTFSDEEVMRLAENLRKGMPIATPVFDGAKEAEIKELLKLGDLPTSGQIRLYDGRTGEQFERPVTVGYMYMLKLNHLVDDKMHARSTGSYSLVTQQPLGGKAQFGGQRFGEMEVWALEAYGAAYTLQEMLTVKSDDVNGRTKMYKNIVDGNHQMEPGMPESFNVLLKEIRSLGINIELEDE
RORa activator = activators of orphan receptor RORA, primary screen, cell-based, luminescence; Nuclear receptor ROR-alpha (Homo sapiens), P35398; CHO-K1 Gal4-RORA LBD luciferase reporter; percent increase over mock-subtracted basal signal; activation, % at 10 µM; hit rate 1.5% among 65,000; AID 560, 2006;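 active = activation above the mean of all tested compounds plus 3 SD, cut at about 49% in these data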;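 also: 0% = DMSO-treated RORA cells and 100% = added signal equal to DMSO minus mock-transfected cells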
* hit, by the source's call; . = not tested or not shown. A portion of the library. The share of hits here may be higher or lower than overall.

SMILES	JNK3 blocker	PKA kinase inh	CatB block	ROCK2 inh	CatS block	CatB mixtures	AP ELISA ortho	Ec RNAP inh	RORa activator
COc1ccccc1N(Cc1cc2cccc(C)c2[nH]c1=O)C(=O)C(C)C	6	0	.	-3	.	.	.	.	-16
Cc1cc(OC(=O)c2ccc(S(=O)(=O)N(C)C)cc2)cc(=O)o1	-1	12	4	6	34	42	0	13	-4
O=C(Nc1ccccc1)c1ccc(S(=O)(=O)N2CCCCC2)cc1	0	1	-1	4	-1	5	12	3	-2
COc1cc2cc(CN(Cc3nnnn3Cc3ccccc3)CC3CCCO3)c(=O)[nH]c2cc1OC (stereo not given)	.	-3	3	.	0	7	8	-1	-20
CCn1c(SCc2ccc(C#N)cc2)nnc1-c1cccc(Cl)c1	-4	8	6	6	10	5	-7	11	-15
CCOCCCNC(=O)c1cc(C)nn1-c1ccccc1	3	-5	-7	0	0	3	18	-3	-17
COc1ccc(C(c2sc3nc(C)nn3c2O)N2CCN(Cc3ccccc3)CC2)cc1OC (stereo not given)	-4	3	1	4	6	2	10	2	-16
CCN1C(=O)/C(=C2\SC(N3CCCCC3)=NC2=O)c2ccccc21	-2	8	2	8	-6	-6	-4	4	85*
O=C(CC1CCCCC1)NCC1CCCO1 (stereo not given)	1	5	4	8	7	2	-1	1	-4
O/N=C1/CCCSc2ccccc21	.	.	-3	.	-3	4	15	2	.
COc1ccc(OC)c(S(=O)(=O)N2CCC(C(=O)NC(C)c3ccccc3)CC2)c1 (stereo not given)	5	-8	2	-3	-4	1	4	0	-10
Cc1ccc(C)c(NC(=O)c2ccccn2)c1	-5	3	-5	6	8	8	20	2	9
CC1=C(C(=O)OC(C)C)C(c2ccc(N(C)C)cc2)C2=C(CC(C)(C)CC2=O)N1 (stereo not given)	-4	0	0	0	11	0	21	5	-11
Cn1c(NC(=O)c2ccccc2)cc(=O)n(C)c1=O	6	3	0	4	-5	-2	13	2	17
O=C(CSc1ncn[nH]1)NCCOc1ccccc1	1	8	6	3	-1	4	5	7	2
CCOc1ccccc1-c1cc(-c2ccc(OC)cc2)nc2c1c(=O)n(C)c(=O)n2C	2	3	0	3	1	6	14	4	2
Cc1cc(C)nc(N(C#N)Cc2ccccc2)n1	0	1	-5	2	10	7	10	5	9
O=C(COC(=O)c1cccs1)Nc1ccccc1	.	-1	-6	.	14	-3	10	-2	1
COc1ccc(CCCc2nnc(SCC(=O)Nc3cc(C)c(C)cc3Br)o2)cc1	-3	7	2	8	1	-1	9	3	-10
COc1ccc(OC)c(C2CC(=O)c3c([nH]c(C(=O)OC(C)C)c3C)C2)c1 (stereo not given)	7	5	-1	2	-2	6	21	9	-22
CN(C(=O)CSc1nnc(NC2CCCCC2)s1)C1CCS(=O)(=O)C1 (stereo not given)	-2	15	0	6	2	2	6	8	-14
CCCn1c(NCc2cc(C)ccc2O)nc2ccccc21	.	.	-1	.	14	-2	8	-1	.
COc1cc2oc(=O)c(Br)c(C)c2c(OC)c1OC	13	2	.	4	0	1	25	6	-4
CCn1c(CNc2nc(-c3ccccc3)cs2)nnc1SCC(=O)NCc1ccco1	6	3	6	0	14	1	-9	12	44
Cc1nc(CNS(=O)(=O)c2cccc(F)c2)cs1	5	2	-2	1	4	6	4	6	8
CCOC(=O)c1c(C)[nH]c(C(=O)COC(=O)c2ccncc2)c1C	5	2	5	-2	17	3	4	7	-20
O=C(CSc1nnc(-c2ccccc2O)o1)Oc1ccc(OCc2ccccc2)cc1	-5	7	1	3	-2	1	11	8	-41
COc1ccc(NC(=O)NCCCN2CCc3ccccc3C2)cc1	7	5	2	6	4	3	19	-1	2
CCCC(=O)C1=C(O)C(C(=O)OC)C(C)(C)CC1=N (stereo not given)	-4	4	5	6	12	4	12	12	1
CCc1nnc(NC(=O)c2cnccn2)s1	5	4	4	-2	8	4	4	7	19

A stretch from further up, for reference:
SMILES	JNK3 blocker	PKA kinase inh	CatB block	ROCK2 inh	CatS block	CatB mixtures	AP ELISA ortho	Ec RNAP inh	RORa activator
Cc1ccc(C)c(NC(=O)c2ccccn2)c1	-5	3	-5	6	8	8	20	2	9
CC1=C(C(=O)OC(C)C)C(c2ccc(N(C)C)cc2)C2=C(CC(C)(C)CC2=O)N1 (stereo not given)	-4	0	0	0	11	0	21	5	-11
Cn1c(NC(=O)c2ccccc2)cc(=O)n(C)c1=O	6	3	0	4	-5	-2	13	2	17
O=C(CSc1ncn[nH]1)NCCOc1ccccc1	1	8	6	3	-1	4	5	7	2
CCOc1ccccc1-c1cc(-c2ccc(OC)cc2)nc2c1c(=O)n(C)c(=O)n2C	2	3	0	3	1	6	14	4	2
Cc1cc(C)nc(N(C#N)Cc2ccccc2)n1	0	1	-5	2	10	7	10	5	9
O=C(COC(=O)c1cccs1)Nc1ccccc1	.	-1	-6	.	14	-3	10	-2	1
COc1ccc(CCCc2nnc(SCC(=O)Nc3cc(C)c(C)cc3Br)o2)cc1	-3	7	2	8	1	-1	9	3	-10
COc1ccc(OC)c(C2CC(=O)c3c([nH]c(C(=O)OC(C)C)c3C)C2)c1 (stereo not given)	7	5	-1	2	-2	6	21	9	-22
CN(C(=O)CSc1nnc(NC2CCCCC2)s1)C1CCS(=O)(=O)C1 (stereo not given)	-2	15	0	6	2	2	6	8	-14
CCCn1c(NCc2cc(C)ccc2O)nc2ccccc21	.	.	-1	.	14	-2	8	-1	.
COc1cc2oc(=O)c(Br)c(C)c2c(OC)c1OC	13	2	.	4	0	1	25	6	-4
CCn1c(CNc2nc(-c3ccccc3)cs2)nnc1SCC(=O)NCc1ccco1	6	3	6	0	14	1	-9	12	44
Cc1nc(CNS(=O)(=O)c2cccc(F)c2)cs1	5	2	-2	1	4	6	4	6	8
CCOC(=O)c1c(C)[nH]c(C(=O)COC(=O)c2ccncc2)c1C	5	2	5	-2	17	3	4	7	-20
O=C(CSc1nnc(-c2ccccc2O)o1)Oc1ccc(OCc2ccccc2)cc1	-5	7	1	3	-2	1	11	8	-41

(further entries)
SMILES	JNK3 blocker	PKA kinase inh	CatB block	ROCK2 inh	CatS block	CatB mixtures	AP ELISA ortho	Ec RNAP inh	RORa activator
CN1CCN(CCCNC(=O)c2cn(C3CCCCC3)c(=O)c3c2c2ccccc2n3C)CC1	.	-4	-3	.	3	-2	7	6	2
Cc1noc(NS(=O)(=O)c2ccc(NC(=O)CSc3nc4c(cc3C#N)CCCC4)cc2)c1C	-6	3	3	0	0	2	11	13	-7
CCOc1ncccc1C(=O)OCC(=O)Nc1cc(C(=O)OC)ccc1C(=O)OC	.	3	6	.	18	4	-2	6	27
COc1ccc(NC(C)=O)cc1NC(=O)CN1CCN(C2c3ccccc3-c3ccccc32)CC1	-3	3	2	2	-1	3	4	-8	-9
CC1CN(S(=O)(=O)c2cccc(C(=O)NCc3ccc4c(c3)OCO4)c2)CC(C)O1 (stereo not given)	8	-4	4	-1	7	1	5	5	-10
CC(=O)NC(CCS(C)(=O)=O)C(=O)Nc1c(F)cccc1F (stereo not given)	-3	8	-1	8	-3	0	1	8	6
O=C(O)c1ccn(Cn2cnc3ccccc32)n1	1	9	-1	4	4	1	11	1	4
CCCn1c(=O)[nH]c(=O)c2c1nc(-c1ccccc1OC(F)F)n2CCOC	1	-1	2	-4	-19	0	8	-2	-30
C=CCN1CC(c2nc3ccccc3n2CCOc2ccccc2)CC1=O (stereo not given)	1	4	0	6	4	7	13	.	-23
COC(=O)c1ccc(NC(=O)CSc2nnc(COc3ccc4c(c3)CCCC4)o2)cc1	3	2	4	-8	9	3	13	4	1
COc1cccc(-c2nn(C)c3sc(C(=O)N4CCN(c5ccccc5)CC4)cc23)c1	5	10	5	6	-9	3	22	1	15
O=C(CN1CCN(C(=O)c2ccco2)CC1)Nc1ccc2c(c1)OCCO2	2	-8	1	-3	13	-5	-1	.	7
CC1(C)C(C=C(Cl)Cl)C1C(=O)N1CCN(c2ccccc2)CC1 (stereo not given)	-2	4	-7	5	-3	3	17	0	5
CC(C)CN(CC(C)C)S(=O)(=O)N1CCC(C(=O)NCc2ccccn2)CC1	1	8	2	2	-1	4	10	4	-8
Cc1cc(C(=O)CSc2nnc(-c3cccc(F)c3)n2N)c(C)n1Cc1ccc2c(c1)OCO2	-1	7	1	4	-3	1	6	3	24

The final 2 compounds of the part before lead into the next.
SMILES	JNK3 blocker	PKA kinase inh	CatB block	ROCK2 inh	CatS block	CatB mixtures	AP ELISA ortho	Ec RNAP inh	RORa activator
CC(C)CN(CC(C)C)S(=O)(=O)N1CCC(C(=O)NCc2ccccn2)CC1	1	8	2	2	-1	4	10	4	-8
Cc1cc(C(=O)CSc2nnc(-c3cccc(F)c3)n2N)c(C)n1Cc1ccc2c(c1)OCO2	-1	7	1	4	-3	1	6	3	24
CCOC(=O)CNC(=O)CSc1nnc(-c2cccc(OC)c2)n1CC	4	0	1	0	7	-2	5	2	7
CCCOc1ccc(/C(O)=C2/C(=O)C(=O)N(c3cc(C)on3)C2c2ccc(C(=O)OC)cc2)cc1 (stereo not given)	-9	-16	-4	-11	4	-6	11	-1	-8
Cc1[nH]c(C(=O)N2CCCCC2)c(C)c1C(=O)NC1CCCCC1	-6	-6	1	-2	-7	-6	21	-2	-17
O=C(CSc1nnc(SCc2ccc(Cl)cc2)s1)N1CCN(C(=O)c2ccco2)CC1	0	13	0	6	1	-8	9	12	-20
O/N=C1\CCCCc2ccccc21	0	4	0	1	2	8	19	6	-5
CCOC(=O)c1ccc(NC(=O)NS(=O)(=O)c2ccc(C)cc2)cc1	-1	13	-4	6	-8	-2	4	3	-23
CC1=C(C(=O)NC2CCCCC2C)C2(CCC(C)CC2)OC1=O (stereo not given)	-2	2	0	3	12	-2	-8	10	-10
O=C(CN1CCN(c2ccc(F)cc2)CC1)Nc1cc(C(F)(F)F)ccc1Cl	1	0	2	-3	12	4	4	3	-2
Cc1ccc(Cl)cc1N1CCN(S(=O)(=O)c2c(C)[nH]c(=O)[nH]c2=O)CC1	-3	4	-4	2	12	5	8	7	-6
CN(Cc1nc2ccccc2n1C)S(=O)(=O)c1ccc(Cl)cc1	5	-1	-2	2	-5	-4	12	-11	-6
COC(=O)CSc1nnc(CNC(=O)c2ccco2)n1-c1ccc(F)cc1	-6	-4	-6	0	2	-2	20	0	-17
CCOC(=O)N1CCN(C2OC(=O)c3ccccc32)CC1 (stereo not given)	2	5	0	6	.	.	.	.	14
CCOc1ccccc1-n1c(SCC(=O)NC2CCCC2)nnc1-c1ccoc1C	0	-2	6	-2	11	6	4	5	21
c1cc(C(c2nnnn2C2CCCC2)N2CCOCC2)ccn1 (stereo not given)	-1	0	2	0	6	7	4	1	17
c1csc(Cn2nnnc2CN2CCN(c3nc4ccccc4s3)CC2)c1	1	-7	-3	6	7	6	1	11	4
COc1cc(NC(=O)CSc2nnnn2-c2ccccc2)cc(OC)c1OC	-2	13	5	12	5	2	-5	6	-2

Bioassay records deposited in PubChem BioAssay by several laboratories.
